Screens (PubChem)
HCV inh: qHTS Assay for Inhibitors of Hepatitis C Virus (HCV); Huh7.5.1 HCVcc-Cre infection, luciferase reporter, 44 h; Potency, µM (doses to about 41.8 µM), for the others: at the top dose activity change, negative = inhibition, usual class: inhibitors; actives 3.4% (n = 340,000)
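After 44 h co-culture of compound, cells and HCVcc-Cre (~0.5 moi), substrate is added for 15 min at room temperature and luciferase measured over 15 sec. Cells were seeded at 1,000/well and pre-cultured 4 h.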
Sm TGR inh: qHTS Assay for the Inhibitors of Schistosoma Mansoni Peroxiredoxins; purified TGR, DTNB reduction, TNB absorbance 405 nm; Potency, µM (top dose mostly 114 µM), for the others: top-dose activity change, negative = inhibition, usual class: inhibitors; actives 3% (n = 360,000); also: nearly all actives have a fitted effect of over 60% in size
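First, TGR (20 nM dispensed) and NADPH were mixed with compound. Second, a 15 min room-temperature incubation followed. Third, further NADPH and then DTNB were added to start the reaction. Finally, TNB absorbance was monitored kinetically.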
Pf growth 96h: Primary qHTS for delayed death inhibitors of the malarial parasite plastid, 96 hour incubation; AID 504834, 2011; actives 6.9% (n = 320,000); Potency, µM (series often up to 28.7 µM), inactives show at the highest dose activity change, negative = inhibition, actives largely listed as inhibitors; P. falciparum luciferase reporter growth, 96 h
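Plates of compound plus infected erythrocytes (2% hematocrit, 0.05% parasitemia final) incubate 96 hours, 37 C, 5% CO2. Detection reagent added; reduced luminescence from the parasites' luciferase reporter flags inhibition.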
Tb PYK inh: qHTS of Trypanosoma Brucei Inhibitors | pyruvate kinase (Trypanosoma brucei), Q57TT1 | TbPYK enzyme, Kinase-Glo Plus ATP luminescence, 45 min | Potency, µM (top dose mostly 76.8 µM), inactives show top-dose activity, negative = inhibition, usual class: inhibitors | actives 0.12% (n = 410,000); also: nearly all actives have a fitted effect of over 50% in size
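Luminescence from Kinase-Glo Plus, added after a 45-minute room-temperature reaction, served as the end-point read-out. The enzyme and substrate were preincubated with compound before ADP (130 uM final) initiated turnover. Concentration-effect curves came from normalized qHTS data.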
LmPK inhibitor: qHTS Assay for Inhibitors of Leishmania Mexicana Pyruvate Kinase (LmPK). actives 0.37% (n = 290,000). purified LmPK, Kinase-Glo ATP luminescence, 1 h. Q27686. AID 1721, 2009. Potency, µM (series often up to 57.5 µM), for the others: at the highest dose activity change, negative = inhibition, usual class: inhibitors
Target sequence (Q27686 whole entry, looked up): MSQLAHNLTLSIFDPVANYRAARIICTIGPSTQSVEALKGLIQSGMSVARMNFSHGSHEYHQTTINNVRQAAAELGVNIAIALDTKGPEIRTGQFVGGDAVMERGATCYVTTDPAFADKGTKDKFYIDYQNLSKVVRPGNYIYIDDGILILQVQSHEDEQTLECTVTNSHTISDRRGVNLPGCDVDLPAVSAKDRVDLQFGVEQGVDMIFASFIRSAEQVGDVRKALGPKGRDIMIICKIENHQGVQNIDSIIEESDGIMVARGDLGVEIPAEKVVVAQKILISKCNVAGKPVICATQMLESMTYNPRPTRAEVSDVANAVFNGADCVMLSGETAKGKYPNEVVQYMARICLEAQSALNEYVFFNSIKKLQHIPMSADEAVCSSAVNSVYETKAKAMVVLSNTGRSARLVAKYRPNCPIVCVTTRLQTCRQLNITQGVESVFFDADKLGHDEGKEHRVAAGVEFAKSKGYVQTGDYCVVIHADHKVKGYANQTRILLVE
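Purified LmPK (0.1 nM) converted ADP (0.1 mM) to ATP with PEP (0.5 mM) in imidazole buffer pH 7.2 with KCl and MgCl2, 1 h at room temperature. ATP was read by Kinase-Glo luminescence; data normalized to uninhibited and no-enzyme controls.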
Pf growth 48h: Primary qHTS for delayed death inhibitors of the malarial parasite plastid, 48 hour incubation; P. falciparum luciferase growth in erythrocytes, 48 h; Potency, µM (titrated, usually from 28.7 µM), for inactives: at the top dose activity change, negative = inhibition, actives largely listed as inhibitors; actives 5.9% (n = 310,000); AID 504832, 2011
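Here the parasites carry a stable luciferase gene and grow inside erythrocytes in Albumax-based RPMI medium with compound for one erythrocytic cycle. Activity is scored as loss of luminescent signal.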
* = called active by the depositor; ? = inconclusive; . = not tested or not shown; & = joins results of further samples; [ ] = dose if it differs, or a comment. Calls follow the shape of the dose curve; as a rule, active = well fitted curve in the direction sought with a large enough effect; inconclusive = small, poorly fitted or top-dose-only effect, or another doubt; inactive = no such curve, though single readings can be large; an effect the other way counts as inactive or inconclusive. % is scaled to controls: 0 for no effect and ±100 for the full control effect; potency is read from the fitted curve at half-maximal effect. Outcome played no part in choosing rows; any-hit rate near 16%.

SMILES	HCV inh	Sm TGR inh	Pf growth 96h	Tb PYK inh	LmPK inhibitor	Pf growth 48h
COc1cccc(N2CCN(Cc3nc(N)nc(Nc4ccccc4OC)n3)CC2)c1	18%&-16%	-8%	0.33µM*	1%	0%	?
Cc1ccc(S(=O)(=O)NN2C(=O)c3ccccc3NC2C)cc1 (centres undefined)	20%	-12%	?	-1%	1%	25%
N#Cc1ccc(CC(C(=O)O)N2Cc3ccccc3C2=O)cc1 (centres undefined)	15%	?	-11%	-1%	3%	.
O=C(N/N=C/c1ccc(O)cc1)c1ccncc1	23%	11%	5%	-5%	1%	-8%
O=C(NC1CC2CCCC(C1)N2Cc1ccccc1)c1ccc([N+](=O)[O-])cc1 (centres undefined)	-17%	1%	0.37µM*	0%	0%	0%
COCCCN1CCc2[nH]c(=S)[nH]c(=O)c2C1	0%	-1%	45%[activator]	-8%	-6%	23%
COc1ccc(N2CCN(CC(=O)Nc3ccc(C)c(C)c3)CC2)cc1	-12%	-5%	0%	-4%	-1%	-4%
CCCCNC(=O)c1cccc2c(=O)c(C)c(-c3ccccc3)oc12	?	4%	?	4%	1%	4%
COc1ccc(NCc2nnc(SCC(=O)Nc3ccc(OC)cc3)n2C)cc1	3%	15%	2%	1%	-7%	-11%
NC(=O)/C(=C/c1ccc2c(c1)OCO2)NC(=O)c1ccco1	12%	.	23%	24%	-1%	-5%
Cc1ccccc1C(=O)N1CCC(C(=O)Nc2cccc(F)c2)CC1	-7%	0%	17%	-2%	3%	35%[activator]
O=C(NCCN1CCCCC1)Nc1ccccc1F	-3%	6%	?	-3%	3%	-12%
O=C(O)CCSc1nnc(-c2ccncc2)n1-c1ccccc1	7%	-5%	.	6%	-3%	14%
CCOC(=O)c1nnn(-c2nc(OC)nc(N(C)C)n2)c1-c1ccccc1	2%	5%	2.3µM*	1%	-4%	2%
CCOC(=O)c1cn2nc(Oc3ccc(C(=O)OC)cc3)ccc2n1	-6%	9%	-12%	1%	-2%	?
CN(Cc1ccccc1)C(=O)COC(=O)c1ccc2ccccc2n1	-3%	12%	51%[activator]	-4%	0%	?
O=S(=O)(c1ccc(Cl)c2ccccc12)N1CCCC1	-8%	-14%	-5%	1%	3%	-13%
CS(=O)(=O)NN1C(=O)c2ccccc2NC1c1ccccc1 (centres undefined)	3%	-2%	?	-9%	8%	8%
COc1ccc(OC)c(-c2nnc(NC(=O)C(C)Sc3nncn3C)s2)c1 (centres undefined)	-30%	0%	?	-5%	0%	?
Cc1onc(-c2ccccc2Cl)c1C(=O)NCc1ccc(N2CCCC2=O)cc1	2%	0%	.	-7%	-3%	-4%
COc1ccccc1/C=C\C=N\n1c(C2CCCCC2)n[nH]c1=S	-1%	3%	10%	.	-6%	0%
CCNC(=S)Nc1cc(OCC)c(NC(=O)c2ccco2)cc1OCC	-4%	2%	251%[activator]	21%	0%	-17%
COc1cc(Br)cc(C=Nc2cccc(C(F)(F)F)c2)c1O	18%	-30%	?	0%	-4%	4%
COCCN(C/C=C/c1ccccc1)C/C=C/c1ccccc1	-11%	1%	?	-6%	-6%	33%[activator]
COc1ccc([N+](=O)[O-])cc1NC(=O)CC(C)c1ccccc1 (centres undefined)	?	8%	28%	5%	2%	9%
CC1CN(C(=O)CN(C)S(=O)(=O)c2ccc3ccccc3c2)CC(C)O1 (centres undefined)	3%	-32%	13%	0%	2%	25%
CCC(=O)c1c(CC)c2n3c1CC[C@H]3CCC2	-5%	-5%	44%[activator]	1%	.	7%
O=C(c1ccccc1F)N1CCc2ccccc21	-8%	7%	15%	6%	-3%	3%
C/C(=N\NC(=O)c1ccc(Cl)c(Cl)c1)c1ccc(Br)s1	?	4%	10%	3%	0%	-18%
CC1(C)CC2CC(C)(CN2Cc2c(O)ccc3ccccc23)C1 (centres undefined)	8%	6.3µM*	0%	6%	2%	-4%
O=C(CCSCCC(=O)NCc1ccco1)NCc1ccco1	11%	?	.	?	-2%	5%
CCCCCCSc1cccc(-c2nc3cc(C)ccn3c2NC2CCCCC2)c1	-3%	1%	?	3%	.	9.3µM*
CC(C)CCn1c(=O)c(C(=O)NCc2ccc3c(c2)OCO3)c(O)c2ccccc21	?	17%	?	-3%	-1%	5.9µM*
CCOc1ccc(NCc2nnc(SCc3ccc(Cl)cc3)n2-c2ccccc2)cc1	?	7%	26%	-11%	1%	?
O=C(NCc1ccco1)C(c1ccncc1)N(CCC1=CCCCC1)C(=O)Cn1nnc2ccccc21 (centres undefined)	-10%	45µM*	.	1%	6%	?
COc1ccccc1N1CCN(C2CCCN(C(=O)c3oc(C)cc3C)C2)CC1 (centres undefined)	-1%	-24%	9%	-1%	1%	-15%
Cc1ccc(SCC(=O)c2sc(-c3ccccc3)nc2C)cc1	-1%	5%	43%[activator]	5%	3%	14%
Cc1cc(NC(=O)CCC(=O)N(CC(=O)NCC2CCCO2)c2cccc(C)c2C)no1 (centres undefined)	7%	-13%	?	-5%	-7%	-12%
CCCCCn1c(CN2CCN(C)CC2)nc2c1c(=O)n(C)c(=O)n2C	0%	11%	?	0%	9%	.
CC(C)NS(=O)(=O)c1ccc(CCC(=O)NCc2ccncc2)cc1	4%	5%	3%	5%	-5%	0%

Arranged by heavy-atom count (rising): 13 of the compounds above
SMILES	HCV inh	Sm TGR inh	Pf growth 96h	Tb PYK inh	LmPK inhibitor	Pf growth 48h
CCC(=O)c1c(CC)c2n3c1CC[C@H]3CCC2	-5%	-5%	44%[activator]	1%	.	7%
O=C(N/N=C/c1ccc(O)cc1)c1ccncc1	23%	11%	5%	-5%	1%	-8%
O=S(=O)(c1ccc(Cl)c2ccccc12)N1CCCC1	-8%	-14%	-5%	1%	3%	-13%
C/C(=N\NC(=O)c1ccc(Cl)c(Cl)c1)c1ccc(Br)s1	?	4%	10%	3%	0%	-18%
CS(=O)(=O)NN1C(=O)c2ccccc2NC1c1ccccc1 (centres undefined)	3%	-2%	?	-9%	8%	8%
O=C(CCSCCC(=O)NCc1ccco1)NCc1ccco1	11%	?	.	?	-2%	5%
COc1ccccc1/C=C\C=N\n1c(C2CCCCC2)n[nH]c1=S	-1%	3%	10%	.	-6%	0%
CN(Cc1ccccc1)C(=O)COC(=O)c1ccc2ccccc2n1	-3%	12%	51%[activator]	-4%	0%	?
COc1ccc(N2CCN(CC(=O)Nc3ccc(C)c(C)c3)CC2)cc1	-12%	-5%	0%	-4%	-1%	-4%
O=C(NC1CC2CCCC(C1)N2Cc1ccccc1)c1ccc([N+](=O)[O-])cc1 (centres undefined)	-17%	1%	0.37µM*	0%	0%	0%
COc1ccc(NCc2nnc(SCC(=O)Nc3ccc(OC)cc3)n2C)cc1	3%	15%	2%	1%	-7%	-11%
CCCCCCSc1cccc(-c2nc3cc(C)ccn3c2NC2CCCCC2)c1	-3%	1%	?	3%	.	9.3µM*
Cc1cc(NC(=O)CCC(=O)N(CC(=O)NCC2CCCO2)c2cccc(C)c2C)no1 (centres undefined)	7%	-13%	?	-5%	-7%	-12%

(cont.)
SMILES	HCV inh	Sm TGR inh	Pf growth 96h	Tb PYK inh	LmPK inhibitor	Pf growth 48h
Cc1cc(O)ccc1N/C=C(\C#N)c1nc2ccccc2o1	?	-4%	?	-2%	-1%	-10%
COc1ccc(S(=O)(=O)N2CCCC(C(=O)NCc3cccnc3)C2)cc1 (centres undefined)	5%	13%	-1%	2%	-3%	-1%
Cc1ccc(S(=O)(=O)N2CCC(C(=O)Nc3ccc4c(c3)COC4=O)CC2)cc1	14%	-26%	?	6%	3%	-15%
N#Cc1c(Cl)cccc1-n1ccnc1	27%	0%	5%	-5%	1%	18%
CCOc1ccc(/C=N/OCC(=O)Nc2cc(C)on2)cc1	6%	7%	14%	-18%	-2%	52%[activator]
CCC1c2ccc(C)n2CCN1C(=O)Nc1ccc(F)cc1 (centres undefined)	15%	10µM*	-2%	-17%	6%	.
O=C(NC1CCCCC1)c1ccc(CNc2ccccc2)o1	-2%	0%	94%[activator]	0%	-6%	5%
O=C(CN(Cc1ccc2c(c1)OCO2)C(=O)CNC(=O)c1ccco1)NC1CCCCC1	0%	9%	7.4µM*	2%	6%	8%
CC1CN(CC(=O)NCc2ccccc2)CC(C)O1 (centres undefined)	14%	-18%	?	-2%	5%	13%
CCOCCCNC(=O)CN1C2CCC1CC(O)(c1ccc(OC)cc1)C2 (centres undefined)	9%	6%	17%	0%	-1%	-12%
COc1ccc(-n2nnnc2SCC(=O)NCCc2ccccc2)cc1OC	-4%	9%	?	-1%	2%	-8%
CC(C)(C)c1ccc(NC(=O)CCNC(=O)c2ccco2)cc1	-5%	4%	13%	-2%	10%	25%
COc1cccc(CNn2c(-c3cccc(C)c3)nc3ccccc3c2=O)c1O	?	0%	?	-1%	1%	?
COc1cccc(C(=O)N2CCN(S(=O)(=O)Cc3ccccc3)CC2)c1	-4%	9%	.	-3%	1%	-9%
COc1ccc2nc(SCC(=O)Nc3c(C)cccc3C)[nH]c2c1	-2%	0%	-2%	3%	0%	-1%
OCCNc1ncnc2ccc(Br)cc12	6%	-22%	?	2%	-2%	30%[activator]
COC(=O)c1ccc(N2CCN(c3ccccc3)CC2)c(NC(=O)C2CC2)c1	-14%	-18%	?	0%	4%	?
N#C/C(C(N)=O)=C1/SC(Cc2ccc(F)cc2)C(=O)N1c1ccccc1 (centres undefined)	13%	5%	?	-6%	4%	?
CSCCC(NC(=O)c1ccc(Cl)cc1Cl)C(=O)OCC(N)=O (centres undefined)	24%	13%	61%[activator]	-4%	-4%	66%[activator]
CCOC(=O)C1=C(C)NC(=O)NC1c1ccsc1 (centres undefined)	0%	-20%	?	-5%	4%	.
CC(=O)c1c(C)[nH]c(C(=O)Nc2nc(-c3ccccc3)c(C)s2)c1C	8%	-6%	-5%	-2%	5%	16%
O=C(Cc1ccccc1)Nc1ccc2c(c1)OC1(CCCC1)O2	-1%	-8%	141%[activator]	-1%	.	126%[activator]
Cc1ccc(-n2nnnc2Sc2nc([N+](=O)[O-])nn2C)cc1	1%	-21%	20%	-2%	0%	4.1µM*
C/C(N)=C(/C#N)C(=O)COC(=O)c1ccc(NC(N)=O)cc1	-6%	-5%	-15%	-1%	1%	-5%
Cc1sc2ncnc(SCC(=O)NC(C)C(C)C)c2c1C (centres undefined)	-23%	1%	-2%	-3%	1%	-6%
Cc1ccc(OCCN(C)C(=O)C2CCC(=O)N(CCCN3CCOCC3)C2)cc1 (centres undefined)	?	-15%	?	5%	3%	?
COc1ccc(OC)c(N2C(=O)CC(Cc3ccc(C)cc3)C2=O)c1 (centres undefined)	5%&18%	3%	49%[activator]	1%	4%	0%
CCN(C(=O)Nc1ccccc1)c1ccccc1	42%[activator]	3%	?	-18%	-6%	-4%
CCCCn1c(N)c(N(CCOC)C(=O)CSc2n[nH]c(-c3ccc(C)cc3)n2)c(=O)[nH]c1=O	8%	-7%	3%	0%	.	?
N#CCCN1CCN(C2=NC(=O)C(=C3CCCCC3)S2)CC1	15%	1%	2.6µM*	3%	1%	0%
COc1ccc(NC(=O)c2cccc(-c3ccc(O)cc3)c2)cn1	?	-2%	?	-6%	4%	?
O=C(NN1CCOCC1)c1ccccc1F	0%	-16%	23%	-2%	1%	-11%
CC(C)(C)c1nc(Sc2ncccc2[N+](=O)[O-])n[nH]1	12%	14%	-16%	-1%	-1%	-9%
